# Screening data as filed in PubChem BioAssay.
# Rac1 wt modul = wildtype Rac1 GTP binding modulators, primary screen, biochemical, GST-Rac1 beads, flow cytometry, multiplex; Ras-related C3 botulinum toxin substrate 1 (Homo sapiens), P63000; fluorescent GTP binding; actives lie on both sides; 0 = cold GTP competed, 100 = untreated; GTP binding activity (% of control), % at 10 µM; actives 0.27% (n = 190,000); AID 757, 2007;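 active = GTP binding activity at least 20 points away from the 100% control level, either lower or higher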
# Cdc42 wt = modulators of GTP binding to wildtype Cdc42, primary screen, biochemical, multiplex bead flow cytometry, Bodipy-GTP. Cell division control protein 42 homolog (Homo sapiens), P60953. GST-Cdc42 beads; actives lie on both sides. percent activity (GTP binding), % at 10 µM. actives 0.2% (n = 190,000). AID 761, 2007;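 active = percent activity GTP binding at least 20 points away from the 100% baseline, either down as inhibitor or up as activator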;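 note: median bead fluorescence of bound Bodipy-FL-GTP at 100 nM; 0% = excess unlabeled GTP control and 100% = no compound control; below 100% means less GTP binding so inhibitor and above means activator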
# Target sequence (P60953 whole entry, looked up): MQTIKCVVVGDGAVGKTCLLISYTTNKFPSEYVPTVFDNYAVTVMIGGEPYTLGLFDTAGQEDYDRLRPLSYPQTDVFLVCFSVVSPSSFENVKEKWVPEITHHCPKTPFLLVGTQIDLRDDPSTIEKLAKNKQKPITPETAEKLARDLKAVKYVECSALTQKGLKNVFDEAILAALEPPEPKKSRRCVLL
# Rab2A wt mod = modulators of GTP binding to Rab2A wildtype, primary screen, biochemical, dog, bead-based flow cytometry, multiplex | actives 0.19% (n = 190,000) | Ras-related protein Rab-2A (Canis lupus familiaris), P61105 | GTP binding activity, % at 10 µM | GST-Rab2 wt beads, Bodipy-GTP binding;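 active = GTP binding activity at least 20 points away from 100%, either lowered or raised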;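 note: 0% = beads with excess unlabeled GTP and 100% = no-compound control corrected for plate trend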
# Avidin fluor = green autofluorescence of compounds with avidin beads – biophysical, 488/530 nm, flow cytometry, artefact control, profiling panel; compound fluorescence 488/530 nm; active compounds read high; fluorescence (KMESF) at 10 µM; actives 0.38% (n = 220,000); in the data active = fluorescence above about 47; note: inactives centre near 10
# Rab7 wt GTP bind = modulators of GTP binding to Rab7, primary screen, biochemical, wildtype, multiplex bead flow cytometry; GTP binding activity (percent of control), % at 10 µM; actives 0.055% (n = 190,000); AID 758, 2007; Rab7 GTPase wild type (dog), Bodipy-FL-GTP binding; GST-Rab7 beads, fluorescent GTP binding; actives lie on both sides; untreated = 100%, excess cold GTP = 0%;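 active = fluorescent GTP binding to Rab7 beads changed by at least 20 points from the 100% baseline, either direction, mostly lower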;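 note: median green fluorescence of bound Bodipy-FL-GTP per Rab7 bead population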
# Rac1 mut GTP = GTP binding modulators of activated mutant Rac1, primary screen, biochemical, bead-based flow cytometry, multiplex, fluorescent GTP | percent activity (GTP binding), % at 10 µM | Ras-related C3 botulinum toxin substrate 1 (Homo sapiens), P63000 | actives 0.11% (n = 190,000) | AID 764, 2007 | GST-Rac1 activated beads; actives lie on both sides; 100% means binding = to untreated wells;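 active = GTP binding at least 20 percentage points away from the 100% baseline, in either direction, so actives lie on both sides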
# Mcl1 Bid PPI = Mcl-1/Bid binding inhibitors, primary screen, biochemical, TR-FRET, 1536-well; inhibition, % at 21.7 µM; actives 0.97% (n = 220,000); TR-FRET Mcl-1/Bid-Dy647 peptide binding; Induced myeloid leukemia cell differentiation protein Mcl-1 (Homo sapiens), Q07820;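 active = compounds that cut the binding signal by more than half at the single screening dose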;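 note: His-tagged Mcl-1 with europium anti-His antibody binding Bid BH3 peptide; 0% = Mcl-1 plus peptide wells and 100% = peptide-only wells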
# Target sequence (Q07820 whole entry, looked up): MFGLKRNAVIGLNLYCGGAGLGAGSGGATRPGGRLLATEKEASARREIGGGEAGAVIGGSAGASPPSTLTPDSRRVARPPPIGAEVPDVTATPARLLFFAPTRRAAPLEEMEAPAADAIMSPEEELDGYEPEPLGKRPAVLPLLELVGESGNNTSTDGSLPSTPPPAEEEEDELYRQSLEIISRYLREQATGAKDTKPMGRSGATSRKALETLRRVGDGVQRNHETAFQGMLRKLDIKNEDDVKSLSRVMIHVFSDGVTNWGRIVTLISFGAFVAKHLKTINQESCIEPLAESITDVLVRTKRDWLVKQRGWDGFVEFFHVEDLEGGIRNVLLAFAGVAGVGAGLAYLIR
# HRas wt GTP bind = modulators of GTP binding to HRas wildtype, primary screen, biochemical, bead-based flow cytometry, multiplex; actives 0.14% (n = 190,000); GST-Ras wt beads, Bodipy-FL-GTP binding; actives lie on both sides; GTP binding activity, % at 10 µM; GTPase HRas (Homo sapiens), P01112;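 active = GTP binding activity at least 20% away from the 100% baseline, either lowered as inhibitor or raised as activator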;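 note: 0% = unlabeled GTP competition control and 100% = no-compound control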
# Target sequence (P01112 whole entry, looked up): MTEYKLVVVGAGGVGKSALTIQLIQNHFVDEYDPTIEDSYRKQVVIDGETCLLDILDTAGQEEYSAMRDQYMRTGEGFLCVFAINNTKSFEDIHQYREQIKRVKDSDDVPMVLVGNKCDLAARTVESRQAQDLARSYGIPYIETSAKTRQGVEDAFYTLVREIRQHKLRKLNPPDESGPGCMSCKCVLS
# Mcl1-Noxa inh = Mcl-1/Noxa binding inhibitors, primary screen, biochemical, TR-FRET, 1536-well. Induced myeloid leukemia cell differentiation protein Mcl-1 (Homo sapiens), Q07820. TR-FRET Mcl-1/Noxa peptide binding, 2 h. inhibition, % at 21.7 µM. actives 1.5% (n = 220,000);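 active = compounds that cut the protein-peptide binding signal by more than 50% relative to plate controls in a single-dose test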;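 note: His-tagged Mcl-1 with rhodamine Noxa BH3 peptide and terbium anti-His antibody; 0% = Mcl-1 plus Noxa peptide wells and 100% = peptide-only wells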
# Pf gametocyte = late stage P. falciparum gametocyte viability inhibitors, primary screen, ATP luminescence, HTS. actives 0.065% (n = 150,000). inhibition, % at 10.9 µM. P. falciparum stage V gametocytes, 24 h;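 active = inhibition above the mean plus 3 SD of compounds within the control limits, set per campaign, cut at about 38% in these data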;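 note: 0% = DMSO wells and 100% = medium only without gametocytes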
# Mcl-1 Bim block = inhibitors of Bim peptide binding to Mcl-1, primary screen, biochemical, bead-based flow cytometry, multiplex. Induced myeloid leukemia cell differentiation protein Mcl-1 (Homo sapiens), Q07820. actives 0.1% (n = 190,000). inhibition, % at 10 µM. Bim peptide-Mcl-1 binding; in the data active = inhibition above about 40%;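 note: 0% = no compound tracer wells and 100% = peptide blocker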
# An asterisk follows results filed as active; x = not tested or not shown.
SMILES	Rac1 wt modul	Cdc42 wt	Rab2A wt mod	Avidin fluor	Rab7 wt GTP bind	Rac1 mut GTP	Mcl1 Bid PPI	HRas wt GTP bind	Mcl1-Noxa inh	Pf gametocyte	Mcl-1 Bim block
Cc1ccc(-n2cccc2/C=C2\C(=N)N3N=C(C(C)C)SC3=NC2=O)cc1	93	90	90	21	95	87	-32	92	11	-20	-1
Cc1cc(C)cc(N(CC(=O)NC2CCC(C)CC2)S(=O)(=O)c2c(C)noc2C)c1 (centres undefined)	108	103	104	19	105	100	89*	102	13	x	-6
CC(C)c1noc2ncc(C(=O)c3cc(Cl)cc(Cl)c3O)cc12	99	94	94	12	95	95	12	96	-7	x	-3
O=C(Nc1ccncc1)c1cccs1	107	103	102	8	105	101	3	104	-2	-13	-2
CCCC1=[N+](CC)CCn2c(C)ccc21	96	99	96	13	96	95	-6	96	1	x	0
Cc1nn(-c2ccccc2)c2c1C(c1cccs1)C(C#N)=C(N)O2 (centres undefined)	99	98	98	3	99	95	-80	99	11	x	3
Cc1ccc(C(=O)NN2CCOCC2)cc1	101	101	98	4	98	97	-25	100	-3	8	7
COc1ccc(NS(=O)(=O)c2ccc3c(c2)n(C)c(=O)n3C)cc1	106	102	99	14	104	95	-42	101	-9	-16	2
COc1ccc2c(CC(=O)Nc3nc(C)cs3)coc2c1	98	98	98	13	95	98	-4	97	6	-14	0
C[N+]1(CCC(=O)c2ccccc2)CCCCC1	97	96	97	2	91	96	56*	96	-12	-36	-3
O=C(NCC1CCCO1)C(c1ccncc1)N(Cc1cccs1)C(=O)Cn1nnc(-c2ccc(F)cc2)n1 (centres undefined)	96	97	99	9	97	95	-22	98	9	1	3
CN1CCN(C(=O)c2cn(-c3ccccc3)nc2-c2cccs2)CC1	99	100	101	9	105	96	-11	98	3	1	-2
COc1ccc(S(=O)(=O)N2Cc3ccccc3CC2C(=O)Nc2ccc3c(c2)OCO3)cc1 (centres undefined)	105	99	100	4	100	97	9	100	2	x	0
O=C(O)CCN=C1CCc2ccccc2N1	107	104	106	10	101	102	-6	103	17	x	-4
CCOC(=O)c1ccccc1NC(=O)C(C)Oc1ccccc1 (centres undefined)	101	102	101	15	103	100	-7	102	3	x	-3
COc1ccc(-c2cc(C(F)(F)F)nc(-n3cc(Cl)cn3)n2)cc1	101	102	102	8	101	100	-11	102	15	x	-3
CC(C)c1c(O)nc(SCc2ccccc2)[nH]c1=O	96	102	98	24	100	97	-55	99	20	13	-1
COc1ccc(C(=O)NCC(=O)NC2=NCCS2)cc1	106	103	99	7	102	98	-19	101	4	x	0
COc1cccc(-c2nnc3n2N=C(c2cccc(Br)c2)CS3)c1	103	100	99	7	97	98	-9	100	-8	0	-2
COc1cc(NC(=O)COC(C)=O)c(C)cc1[N+](=O)[O-]	101	97	98	16	97	98	-34	99	20	x	-1

# 2 consecutive compounds from above:
SMILES	Rac1 wt modul	Cdc42 wt	Rab2A wt mod	Avidin fluor	Rab7 wt GTP bind	Rac1 mut GTP	Mcl1 Bid PPI	HRas wt GTP bind	Mcl1-Noxa inh	Pf gametocyte	Mcl-1 Bim block
COc1ccc2c(CC(=O)Nc3nc(C)cs3)coc2c1	98	98	98	13	95	98	-4	97	6	-14	0
C[N+]1(CCC(=O)c2ccccc2)CCCCC1	97	96	97	2	91	96	56*	96	-12	-36	-3

# Next records
SMILES	Rac1 wt modul	Cdc42 wt	Rab2A wt mod	Avidin fluor	Rab7 wt GTP bind	Rac1 mut GTP	Mcl1 Bid PPI	HRas wt GTP bind	Mcl1-Noxa inh	Pf gametocyte	Mcl-1 Bim block
COc1ccc(Cl)cc1S(=O)(=O)N1CCN(CC(=O)C(C)(C)C)CC1	106	101	98	7	100	101	-28	100	0	-8	0
CCN(CC)CCNC(=O)c1cn(-c2ccccc2)nc1-c1cccs1	108	103	102	10	101	103	-6	103	15	25	0
CCOC(=O)C1(Cc2ccc(OC)cc2)CCN(C(=O)c2cncs2)CC1	95	91	99	4	100	94	-25	94	0	-8	-2
CCOC(=O)c1ccc2ncc(C(=O)OCC)c(NCCCN3CCOCC3)c2c1	96	100	98	34	97	96	0	99	38	x	-4
CSc1nc(N)c2c3c(sc2n1)COC(C(C)C)C3 (centres undefined)	103	106	103	15	100	98	-22	103	17	x	0
COc1ccc(OCCSc2nc3ccccc3c(=O)[nH]2)cc1	97	93	92	12	91	94	-34	94	15	x	-5
Cc1ccc(Cn2nnc3c(=O)n(CC(=O)NCC4CCCO4)cnc32)cc1 (centres undefined)	102	103	101	23	100	100	-12	101	6	-23	-3
CCCN1CCN(CCCNC(=O)Cn2nc(-c3ccccc3)ccc2=O)CC1	110	107	102	9	102	103	-30	105	-17	x	-1
CCS(=O)(=O)NCCc1csc(C)n1	103	99	101	23	101	99	-3	100	-6	x	0
Cc1cc(NC(=O)COC(=O)c2c(C)nn(-c3ccccc3)c2C)no1	102	106	104	7	98	101	-7	105	-11	-2	-1
COC(=O)c1ccc(C(=O)OC)c(NC(=O)C2CC2)c1	108	108	103	12	100	102	-10	101	-1	5	-1
CCCc1cc(C(=O)N/N=C/c2ccc(C)o2)c2ccccc2n1	99	100	99	16	100	100	-10	99	-12	x	3
O=C(N/N=C1/CCCc2ccccc21)C(c1ccccc1)c1ccccc1	105	99	99	30	95	99	6	99	0	x	-4
O=C(NCCCN1CCOCC1)c1cc(Cl)ccc1[N+](=O)[O-]	105	100	101	15	100	99	-14	101	12	1	-3
CCC(C)NC(=O)Nc1ccccc1C (centres undefined)	111	111	108	19	106	106	11	107	-4	x	0
N=c1c(S(=O)(=O)c2ccc(Cl)cc2)cc2c(=O)n3ccccc3nc2n1CCN1CCOCC1	95	92	92	23	95	95	-7	96	-49	13	-1
O=c1cc2[nH]c3ccccc3c(=O)n2nc1-c1ccccc1	100	95	96	8	96	96	-169	98	-1	6	0
COc1ccccc1OCCn1cc(/C=N/NC(N)=S)c2ccccc21	91	91	96	6	103	90	-63	95	-3	x	0
CCCOc1ccc(/C=N/NC(=O)C(=O)Nc2ccccn2)cc1	99	97	100	14	101	95	-7	99	12	x	-2
Cc1ccc(C(C)NC(=O)C2CCCO2)cc1C (centres undefined)	105	102	101	x	101	101	-24	102	-3	-26	-4

# Single values from the list:
# For Rac1 wt modul, `COc1ccc(-c2cc(C(F)(F)F)nc(-n3cc(Cl)cn3)n2)cc1` has 101
# For Mcl-1 Bim block, `Cc1nn(-c2ccccc2)c2c1C(c1cccs1)C(C#N)=C(N)O2` (centres undefined) has 3
# For Rac1 mut GTP, `CCS(=O)(=O)NCCc1csc(C)n1` has 99
# For Avidin fluor, `CCCC1=[N+](CC)CCn2c(C)ccc21` has 13

# Going on with the list:
mol	Rac1 wt modul	Cdc42 wt	Rab2A wt mod	Avidin fluor	Rab7 wt GTP bind	Rac1 mut GTP	Mcl1 Bid PPI	HRas wt GTP bind	Mcl1-Noxa inh	Pf gametocyte	Mcl-1 Bim block
CCN(CC)c1cc2nonc2c2nonc12	106	103	103	29	103	100	-34	104	-2	x	0
CCOC(=O)/C(=N\Nc1ccc(Cl)cc1)Sc1nnc(-c2ccc(OC)cc2)n1C	97	97	93	2	96	93	-20	95	5	-13	0
CC(=C1C(=O)c2ccccc2C1=O)N1CCN(Cc2ccccc2)CC1	87	89	91	10	93	93	-27	90	x	-4	-2
O=C(N/N=C/C=C/c1ccccc1[N+](=O)[O-])c1cccnc1	100	98	95	12	95	98	-13	97	2	8	1
Cc1nc(NNC(=O)c2ccc(Cl)cc2Cl)cc(-c2ccccc2)n1	105	104	103	11	105	100	-62	102	-5	x	6
CNC(=O)c1[nH]cnc1C(=O)N[C@@H](CCCCNC(=O)OC(C)(C)C)C(=O)OC(C)(C)C	101	97	95	5	95	97	-3	96	-17	x	1
CC(CN1C(C)CCCC1C)OC(=O)c1ccc(Cl)cc1 (centres undefined)	97	95	100	12	99	94	-9	97	-16	10	-2
NC(=O)C1CCN(CC(=O)N2N=CCC2c2ccccc2)CC1 (centres undefined)	100	96	97	15	101	96	-25	96	5	2	1
O=C(c1cccc([N+](=O)[O-])c1)N1CCCN(C(=O)c2cccc([N+](=O)[O-])c2)CC1	101	97	98	3	100	100	-3	99	10	x	-3
COc1ccc2c(c1)SCCC2=O	104	101	102	8	99	99	-2	100	12	x	-2
Cc1cccc(OCC(=O)O/N=C(\N)Cc2ccc([N+](=O)[O-])cc2)c1	94	92	91	18	94	94	-33	93	-2	14	2
CCC(C)(NC(=O)CNC(C)=O)C(=O)NC1CCCCC1 (centres undefined)	92	94	94	36	93	92	6	94	5	x	0
CCC(C)(C)NC(=O)c1ccc2c(c1)S(=O)(=O)c1ccccc1C2=O	93	93	91	22	95	92	2	95	-12	x	0

# Part of the list above with just Cdc42 wt and Avidin fluor.
smiles | Cdc42 wt | Avidin fluor
CNC(=O)c1[nH]cnc1C(=O)N[C@@H](CCCCNC(=O)OC(C)(C)C)C(=O)OC(C)(C)C | 97 | 5
CC(CN1C(C)CCCC1C)OC(=O)c1ccc(Cl)cc1 (centres undefined) | 95 | 12
NC(=O)C1CCN(CC(=O)N2N=CCC2c2ccccc2)CC1 (centres undefined) | 96 | 15
O=C(c1cccc([N+](=O)[O-])c1)N1CCCN(C(=O)c2cccc([N+](=O)[O-])c2)CC1 | 97 | 3
COc1ccc2c(c1)SCCC2=O | 101 | 8
